# p53 reactivator – re-activators of mutant p53; 0.063% of 320,000 active; AID 504706; H1299 p53-A138V BP100-luciferase reporter, luminescence, 24 h; Potency, µM (doses to about 92.2 µM), for the others: top-dose activity change, positive = activation, hits mostly activators; note: % of control where 0% means no effect; nearly all actives have a fitted effect of over 45% in size
#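 p53-null H1299 cells stably carrying temperature-sensitive p53-A138V and a BP100-luciferase reporter were pinned with compounds (4-point, 1:5 series) and held 24 hrs at 37 deg C. Luminescence was read 10 min after detection reagent.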
# uPA surface inh – blocks generation of uPA at the cell surface; 0.31% of 330,000 active; Potency, µM (titrated, usually from 38.3 µM), inactives show top-dose activity change, negative = inhibition, most hits filed as inhibitors; AID 540303; cell surface uPA generation assay, qHTS; active = well fitted inhibition curve with a large enough effect; inconclusive = small, poorly fitted or top-dose-only effect; inactive = no such curve, though single readings can be large or run the other way; tested in mouse RAW 264.7 cells; note: % is set by controls: 0 for no effect and ±100 for the full control effect; nearly all actives have a fitted effect of over 55% in size
# Rab9 prom act – Rab9 promoter activation | Huh7 Rab9 promoter-luciferase reporter, luminescence, 24 h | Potency, µM (highest dose often 9.22 µM), without a hit: at the top dose activation, negative = inhibition, hits mostly activators | 2.8% of 320,000 active; note: % of control where 0% means no effect; nearly all actives have a fitted effect of over 60% in size
#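 Quantitative HTS format; Huh7 Rab9-luciferase reporter cells (1500/well) receive compound 2 h post-plating, incubate 24 h at 37 °C, then get luciferase reagent for 10 min before luminescence reading.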
# FLuc counter – counter-screen for miR-21 project: firefly luciferase inhibitors or activators; purified FLuc, Km substrates, luminescence inhibition; Potency, µM (doses to about 57.5 µM), for the others: at the highest dose activity change, negative = inhibition, most hits filed as inhibitors; 6.9% of 360,000 active;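 note: plate controls were vehicle for no effect and reference inhibitor for full effect; nearly all actives have a fitted effect of over 55% in size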
# Target sequence (P08659 whole entry, looked up): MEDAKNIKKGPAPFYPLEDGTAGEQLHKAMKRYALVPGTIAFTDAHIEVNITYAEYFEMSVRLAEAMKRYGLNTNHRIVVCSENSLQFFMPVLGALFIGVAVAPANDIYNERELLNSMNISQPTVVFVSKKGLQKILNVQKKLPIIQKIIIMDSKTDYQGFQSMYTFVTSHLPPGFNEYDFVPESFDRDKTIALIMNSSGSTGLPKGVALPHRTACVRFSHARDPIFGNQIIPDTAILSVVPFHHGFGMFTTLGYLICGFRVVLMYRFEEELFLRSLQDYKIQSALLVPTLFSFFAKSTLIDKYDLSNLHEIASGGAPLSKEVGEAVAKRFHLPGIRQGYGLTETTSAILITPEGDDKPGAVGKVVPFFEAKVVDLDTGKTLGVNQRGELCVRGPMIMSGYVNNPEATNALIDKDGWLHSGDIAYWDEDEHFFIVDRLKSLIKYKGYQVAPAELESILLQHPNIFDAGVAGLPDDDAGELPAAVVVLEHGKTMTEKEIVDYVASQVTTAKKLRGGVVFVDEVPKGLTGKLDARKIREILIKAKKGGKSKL
#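 Purified P. pyralis luciferase, 10 nM final, with Km-level 10 uM D-luciferin and 10 uM ATP in 50 mM Tris acetate pH 7.5, 10 mM Mg acetate, 0.01% Tween-20, 0.05% BSA; 6-point qHTS titration about 60 µM downward; luminescence read.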
# BRCA1 expr act – activators of BRCA1 expression. MCF7-BRCA1-FFLuc reporter, luminescence, 48 h; response scale: scaled: vehicle 0%, 10 µM genistein 100%. Potency, µM (titrated, usually from 46.1 µM), for the others: top-dose activation, actives largely listed as activators. 1.1% of 380,000 active. AID 624202; note: nearly all actives have a fitted effect of over 80% in size; some results filed as inactive show a strong effect at the top dose
#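 Activators of BRCA1 expression were detected as increased firefly luciferase luminescence in engineered MCF7 cells after 48 h compound incubation. Signals were scaled to genistein 10 microM as full activation.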
# MBNL1 CUG block – inhibitors of human MBNL1 binding to CUG repeat RNA | TR-FRET MBNL1-His/biotin-(CUG)12 binding, 665/545 ratio | AID 2675 | Q9NR56 | 0.036% of 280,000 active | Potency, µM (doses to about 57.5 µM), for the others: at the highest dose activity change, negative = inhibition, hits mostly inhibitors; active = well fitted inhibition curve with a large enough effect in the signal ratio, with a control signal flat, not every such curve was filed as active; inconclusive = small, poorly fitted or top-dose-only effect, or effect the other way, or a change in a side signal; inactive = no such curve, though single readings can be large or run the other way; the % refers to the signal ratio; note: % is set by controls: 0 for no effect and ±100 for the full control effect
#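 Inhibition of protein-RNA binding appears as loss of TR-FRET between terbium anti-His antibody on MBNL1-His and streptavidin-XL665 on biotin-(CUG)12. Activity is normalized to buffer-only and uninhibited-complex controls.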
# VP16 counter – Gal4-VP16 reporter inhibition counter-screen | Drosophila S2 Gal4-VP16 UAS-luciferase, luminescence, 20 h | Potency, µM (doses to about 53.6 µM), without a hit: top-dose activity, negative = inhibition, hits mostly inhibitors | 3.5% of 310,000 active;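 note: Gal4-VP16 expression switched on by copper sulfate through the metallothionein promoter; % is set by controls: 0 for no effect and ±100 for the full control effect; nearly all actives have a fitted effect of over 50% in size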
# NPC1 promoter act – activates the NPC1 promoter. Huh7 NPC1 promoter luciferase reporter, 24 h. Potency, µM (top dose mostly 9.22 µM), without a hit: at the top dose activation, usual class: activators. 2.4% of 320,000 active. AID 485313;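 note: % of control where 0% means no effect; nearly all actives have a fitted effect of over 60% in size; reporter is driven by a mutant NPC1 promoter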
#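 Luminescence read-out of NPC1 promoter-driven luciferase in stably transfected Huh7 cells; compounds delivered in DMSO and left 24 h at 37C, 5% CO2, qHTS titration format.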
# RORg inh – inhibitors of mouse ROR gamma transcriptional activity; P51450; Drosophila S2 Gal4-RORgamma UAS-luciferase reporter, 20 h; Potency, µM (titrated, usually from 53.6 µM), inactives show at the top dose activity change, negative = inhibition, most hits filed as inhibitors; 5.4% of 310,000 active; note: % is set by controls: 0 for no effect and ±100 for the full control effect; nearly all actives have a fitted effect of over 60% in size
# Target sequence (P51450 whole entry, looked up, the tested form may be a part): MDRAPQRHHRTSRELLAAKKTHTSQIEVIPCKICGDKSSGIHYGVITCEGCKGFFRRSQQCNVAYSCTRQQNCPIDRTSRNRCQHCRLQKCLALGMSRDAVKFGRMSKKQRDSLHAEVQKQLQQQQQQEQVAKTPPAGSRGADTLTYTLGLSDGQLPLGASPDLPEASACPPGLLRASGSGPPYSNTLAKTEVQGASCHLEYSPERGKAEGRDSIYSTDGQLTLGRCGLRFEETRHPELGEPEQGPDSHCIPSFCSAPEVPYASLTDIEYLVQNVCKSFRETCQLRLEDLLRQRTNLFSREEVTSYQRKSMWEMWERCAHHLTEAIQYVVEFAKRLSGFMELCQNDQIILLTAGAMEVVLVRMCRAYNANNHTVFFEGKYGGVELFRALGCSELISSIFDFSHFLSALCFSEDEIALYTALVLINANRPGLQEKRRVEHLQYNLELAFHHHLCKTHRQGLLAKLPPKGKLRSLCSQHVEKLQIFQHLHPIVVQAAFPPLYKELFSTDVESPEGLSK
#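 Compounds are pin-transferred onto Drosophila Schneider cells expressing a copper-inducible Gal4–ROR gamma transactivation domain fusion. After 1 hr, copper sulfate is added to 700 uM final; luciferase is read 20 hr later.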
# ELG1 genotoxic – induces genotoxicity in HEK293T cells with luciferase-tagged ELG1; HEK293T ELG1-luciferase reporter, luminescence, 16 h; Potency, µM (titrated, usually from 46 µM), for the others: at the top dose activity change, positive = activation, actives largely listed as activators; 1.3% of 330,000 active; note: % of control where 0% means no effect; nearly all actives have a fitted effect of over 60% in size
#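 Luminescence read-out: rising ELG1-luciferase signal, reflecting elevated ELG1 protein under genetic stress, flags genotoxic compounds. Cells were treated for 16 hr at 37 °C before ONE-Glo detection.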
# * = called active by the depositor; ? = inconclusive; . = no result given; [ ] = remark or other dose. Unless noted, calls come from the whole dose curve; as a rule, active = well fitted curve in the direction sought with a large enough effect; inconclusive = small, poorly fitted or top-dose-only effect, or another doubt; inactive = no such curve, though single readings can be large; an effect the other way counts as inactive or inconclusive. Potency is the fitted concentration of half-maximal effect.
SMILES,p53 reactivator,uPA surface inh,Rab9 prom act,FLuc counter,BRCA1 expr act,MBNL1 CUG block,VP16 counter,NPC1 promoter act,RORg inh,ELG1 genotoxic
CCOC(=O)c1nnn(-c2nonc2N)c1COc1c(C=O)cccc1OC,13.3%,-0.9%,-4.0%,-2.3%,-14.7%,1.6%,-2.9%,-2.4%,-11.2%,-0.9%
CN(CC(=O)NCCc1ccc(F)cc1)CC(=O)Nc1ccc(F)c(F)c1F,0.3%,1.4%,-3.5%,2.4%,-31.2%,.,.,11.4%,.,-3.9%
O=C(NCC(c1ccc(F)cc1)N1CCOCC1)c1cccc(Br)c1 (stereo unspecified),-2.5%,-3.4%,-0.6%,2.1%,0.0%,-8.4%,16.1%,1.4%,13.3%,-1.9%
CCc1nnc(NC(=O)CSc2ncnc3scc(-c4ccc(C)cc4)c23)s1,0.3%,.,4.6%,0.5%,-15.6%,-5.2%,-1.0%,-11.2%,0.1%,-2.7%
COC(=O)c1ccc(-n2nnnc2SCC(=O)NCc2cccc(C(=O)O)c2)cc1,0.9%,4.3%,-1.0%,-1.6%,18.1%,-5.9%,-2.6%,1.7%,18.6%,-1.5%
COc1cc(C2C3C(C)N(C)C(=O)N(C)C3N(C)C(=O)N2C)ccc1O (stereo unspecified),1.6%,6.1%,-2.8%,2.2%,-7.5%,-6.5%,-3.7%,-1.1%,?,-4.4%
COc1ccc(C)cc1NC(=O)NNC(=O)C(C)Oc1ccc(F)cc1Cl (stereo unspecified),?,2.0%,8.3%,-1.2%,-22.5%,-1.2%,?,-2.2%,-35.7%,?
C(/C=C/C=C/Nc1ccccc1)=Nc1ccccc1,2.1%,3.1%,-6.4%,4.4%,6.7%,0.9%,-0.3%,2.0%,-2.7%,2.4%
Cc1nc2sc(C(c3ccc(Cl)cc3)N3CCN(CCO)CC3)c(O)n2n1 (stereo unspecified),-3.9%,3.5%,-1.5%,-0.9%,-22.5%,11.3%,-6.8%,-1.0%,13.3%,2.2%
O=C(Cn1nnc2ccccc21)NNC(=S)NC1CCCCC1,-0.8%,3.4%,-0.9%,-8.3%,20.3%,-19.1%,-22.5%,-12.1%,-42.5%,-0.3%
Cc1cc(=O)[nH]c(SCc2nnc(-c3ccccc3)o2)n1,7.2%,-1.4%,6.8%,-16.6%,5.2%,-3.5%,21.7%,1.5%,10.2%,15.9%
COc1cc(-c2nc3ccccn3c2/N=C/c2ccccc2)ccc1O,4.2%,-9.0%,-1.8%,?,?,?,-4.7%,2.2%,12.6µM*,11.8%
O=C(NCC(c1ccco1)N1CCCC1)c1cn(-c2ccccc2)nc1-c1ccc(F)cc1 (stereo unspecified),-0.9%,14.6%,-10.5%,1.6%,-37.6%,.,.,-7.7%,.,-4.4%
CN(C)c1nc(=S)nc(NCc2ccccc2)[nH]1,-1.7%,-3.1%,-2.1%,4.7%,-7.4%,-20.0%,-7.0%[10 µM],-0.2%,25.0%,?
COCCN(C(=O)CC1OC(=O)c2ccccc21)c1c(N)n(Cc2ccccc2)c(=O)[nH]c1=O (stereo unspecified),-4.3%,-11.0%,1.0%,-1.7%,3.7%,.,.,-3.5%,.,0.9%
O=C(Cn1cnc2sc3c(c2c1=O)CCCC3)NCC(=O)Nc1ccccc1F,?,-0.9%,-2.6%,1.5%,9.0%,0.0%,-2.4%,-3.5%,31.3%,-0.5%
CN1CCN(CC#CC(C)(O)C2CC3C=CC2C3)CC1 (stereo unspecified),-0.7%,8.4%,-0.1%,9.2%,-16.9%,-6.0%,-2.2%,-8.9%,-16.7%,3.6%
CC(C)(C)c1cc(N/C=C\c2nnnn2-c2ccc(Br)cc2)no1,-2.0%,5.8%,-11.5%,0.5%,-56.0%,?,-35.0%,-6.7%,13.2%,-1.2%
Clc1ccc(Cc2nnc(-c3cccs3)o2)cc1,?,-3.5%,23.6%,19µM*,11.2µM*,-0.5%,29.9%,22.7%,24.3%,?
Cc1csc2ncc(C(=O)NCc3ccc4c(c3)OCO4)c(=O)n12,-15.0%,0.0%,-0.7%,0.3%,-31.4%,?,-8.5%,0.4%,-27.3%,0.6%
Cc1ccccc1Nc1nc(N)nc(COC(=O)c2cccc(S(=O)(=O)N(C)c3ccccc3)c2)n1,-7.9%,-4.0%,-1.2%,-2.4%,-15.2%,-4.8%,-2.8%,-2.0%,16.5%,-10.4%
O=C(NCc1ccccc1OC(F)(F)F)C1CCC(=O)N(Cc2ccccn2)C1 (stereo unspecified),16.0%,6.3%,1.8%,0.3%,4.1%,2.6%,2.9%,-0.1%,-0.4%,2.0%
Cc1ccccc1NC(=O)c1ccc2c(O)c(S(=O)(=O)c3ccccc3)c(=O)[nH]c2c1,6.4%,2.4%,-2.3%,?,3.1%,-0.9%,-4.3%,-2.8%,-8.7%,-0.1%
Cc1ccc(C(=O)Nc2ncccc2C)cc1S(=O)(=O)N1CCCCC1,4.9%,-10.6%,-9.5%,2.4%,3.9%,.,.,-3.4%,.,3.5%
CCN(CC)C(=O)Cn1cc(S(=O)(=O)CC(=O)N2CCCCCC2)c2ccccc21,-0.9%,-12.0%,3.1%,-0.5%,8.5%,-8.8%,-16.7%,-0.5%,-2.7%,1.4%
OC(CN1CCN(c2ccc(F)cc2)CC1)c1ccc(Cl)cc1 (stereo unspecified),-4.1%,5.3%,-2.7%,3.9%,-18.1%,-0.8%,14.2%,-0.9%,-3.6%,-1.9%
COc1ccc(-n2nc3c(N4CCC(C(=O)N5CCCCCC5)CC4)nnc(C)c3c2C)cc1,4.1%,?,0.4%,-0.9%,-11.9%,6.1%,-12.9%,-3.8%,-22.6%,-1.0%[9.26 µM]
O=C(C1COc2ccccc2O1)N1CCn2c(nc3ccccc32)C1 (stereo unspecified),-0.6%,12.1%,3.0%,0.2%,3.2%,5.2%,7.4%,-1.2%,20.8%,-11.4%
CCOC(=O)C1(CC2CCCCO2)CCN(C(=O)NCc2ccccc2)CC1 (stereo unspecified),0.3%,-1.6%,2.0%,-0.1%,-1.6%,0.8%,5.1%,1.9%,-25.2%,-3.2%
N#Cc1c(N)nc(-c2ccccc2)nc1-c1ccccc1,-0.3%,-3.9%,-11.2%,-0.3%,-5.3%,9.3%,-9.0%,11.3%,-18.5%,11.8%
CCn1ncc(Cl)c1C(=O)NC(=S)Nc1c(C)cc(C)cc1[N+](=O)[O-],-2.8%,1.0%,-2.9%,0.9%,-41.0%,8.2%,12.6µM*,-1.1%,1.26µM*,-3.4%
COc1ccc(NC(=O)Nc2cccc3c2O[C@H](CN(C)C(=O)Nc2c(C)noc2C)[C@@H](C)CN([C@H](C)CO)C3=O)cc1,-3.4%,3.5%,.,.,-8.5%,.,.,.,.,5.0%
CC(C)C(=O)N1CCN(c2ccccc2NC(=O)COc2ccccc2)CC1,-2.9%,-0.3%,-6.9%,-0.3%,-23.5%,1.3%,-3.3%,0.7%,39.5%,-11.3%
COC(=O)Cc1c(C)c2ccc(OCC(=O)c3ccc(OC)c(OC)c3)cc2oc1=O,3.7%,2.0%,-1.9%,4.5%,25.3%,2.3%,-10.2%,-4.3%,-20.3%,-1.3%
CCn1c(=O)cc(SCC(=O)Nc2cccc(C)n2)c2ccccc21,7.3%,7.7%,-1.7%,-1.3%,-21.6%,19.2%,-5.5%,-5.6%,0.6%,9.1%
O=C(Cc1ccccc1)Nc1ccccc1C(=O)O,24.4%,-3.1%,15.8%,?,84.5%,-2.3%,-8.3%,18.5%,3.6%,?
COc1cc2c(cc1OC)C1=NC(=O)CN1C(SCc1ccccc1C)=N2,1.1%,-7.1%,-7.1%,-2.4%,-3.9%[1.84 µM],5.6%,-4.0%,-3.5%,?,-1.6%
CCN(CC)c1cc(C)c2cc(NC(=O)c3ccc(Br)o3)ccc2n1,1.9%,-7.8%,-2.4%,?,-48.2%,-14.7%,6.0%,-0.5%,18.7%,-1.5%
COc1cc(NC(=O)CN(c2cc(C)cc(C)c2)S(=O)(=O)c2c(C)[nH]c(=O)[nH]c2=O)cc(OC)c1,4.2%,-1.6%,3.4%,?,-13.0%,0.0%,6.9%,-1.4%,-0.4%,-1.0%
CC1CN(C(=O)CCC(=O)NCc2ccc(F)cc2)c2ccccc2S1 (stereo unspecified),.,?,2.7%,10.9%,1.9%,14.5%,0.0%,2.7%,-30.0%,3.7%
C#CCOCCOCCOCCNc1nc(N2CCN(C(=O)[C@H]([C@@H](C)O)n3cc(CCCCN)nn3)CC2)nc(N2CCN(C(=O)[C@H](CCCCN)n3cc(CCC(=O)O)nn3)CC2)n1,4.5%,1.2%,-2.0%,-2.6%,-10.5%,.,.,-1.8%,.,-0.2%

# Screening data from PubChem.
